# Pemphigus Ab inh = blocks pemphigus antibody binding to human desmoglein-3. DSG3-coupled beads, scFv-anti-DSG3-GFP binding, flow cytometry; stronger effect = lower value. binding (percent of control), % at 10 µM. 310,000 tested, 0.48% active. AID 588358;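 active = binding more than 3 SD below its plate's average and above zero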;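 note: hits lower antibody fragment binding to DSG3; some compounds called inactive have numbers as strong as hits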
# HTR5A inv ctr = inverse agonist of human HTR5A in OPRM1-OPRD1 counter-screen | P47898 | HTR5A cell line, luminescence, inverse agonism | inhibition, % at 9.3 µM | 340,000 tested, 0.083% active | AID 504634; in the data active = inhibition mostly above about 23%, no sharp cut-off; inactive = mostly below about 18%;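 note: 0% = cells with DMSO and 100% = no-cell wells with DMSO; some compounds called inactive have numbers as strong as hits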
# Target sequence (P47898 whole entry, looked up): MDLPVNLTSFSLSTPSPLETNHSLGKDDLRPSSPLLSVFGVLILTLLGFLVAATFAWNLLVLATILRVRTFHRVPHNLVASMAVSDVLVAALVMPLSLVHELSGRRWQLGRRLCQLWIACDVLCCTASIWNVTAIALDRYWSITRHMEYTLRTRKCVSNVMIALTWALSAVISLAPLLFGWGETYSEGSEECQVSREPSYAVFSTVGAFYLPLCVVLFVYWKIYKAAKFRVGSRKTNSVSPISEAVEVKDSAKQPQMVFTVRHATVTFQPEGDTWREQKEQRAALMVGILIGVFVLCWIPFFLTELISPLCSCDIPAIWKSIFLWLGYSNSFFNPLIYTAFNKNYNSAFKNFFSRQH
# OPRM1-OPRD1 ag = OPRM1-OPRD1 heterodimerization agonism; P35372+P41143; cells, luminescence; activation, % at 9.3 µM; 340,000 tested, 0.3% active; AID 504326; in the data active = activation above about 18%;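 note: 0% = vehicle-treated cells and 100% = reference agonist; values of inactives mirror those of a sister screen read the other way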
# PKA-R2B act = activates the human PKA-R2B holoenzyme complex; P22694+P31323; PKA-R2B holoenzyme dissociation, Cy5-IP20 fluorescence polarization; R2B truncated from residue 108, S112A mutant; 0% DMSO only, 100% 113 µM cGMP; activation, % at 11.4 µM; 340,000 tested, 0.079% active; AID 504700;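 active = activation above a cutoff set at the mean over all compounds plus 3 SD, cut at about 18% in these data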;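 note: higher means more holoenzyme dissociation and a rise in polarization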
# V-ATPase pH = alters yeast V-ATPase proton transport. 350,000 tested, 0.37% active. response, % at 10 µM. S. cerevisiae, pHLuorin cytosolic pH fluorescence; in the data active = response mostly above about 7.3%, no sharp cut-off; inactive = mostly below about 5.4%; note: actives read high; inactives centre near 0; some compounds called inactive have numbers as strong as hits; reference of the scale not given here
# PKA-R1A activ = activators of PKA-R1A complex; P00514+P68181; PKA-R1A dissociation, Cy5-IP20 fluorescence polarization; scaled: DMSO 0%, 113 µM cGMP 100%; activation, % at 11.4 µM; 340,000 tested, 0.083% active;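 active = percent activation above the mean of all tested compounds plus 3 SD, cut at about 19% in these data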;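 note: higher means more PKAc released from R1A so a rise in polarization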
# MOR-DOR inv ag = mu-delta opioid heterodimer inverse agonism | P35372+P41143 | cell-based MOR-DOR heterodimer luminescence | inhibition, % at 9.3 µM | 340,000 tested, 0.21% active; in the data active = inhibition above about 22%, passing the limit was not always enough;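 note: 0% = cells with DMSO and 100% = wells without cells with DMSO; values of inactives mirror those of a sister screen read the other way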
# Arrestin-AP2 inh = blocks beta-arrestin peptide binding to AP2 adaptin; FITC-arrestin peptide / GST-AP2 beads, flow cytometry; AP2 beta2 appendage carries R879A mutation; inhibition, % at 10 µM; 340,000 tested, 0.31% active; AID 504490;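 active = inhibition above a set limit, near 3 SD of compounds lacking own fluorescence, cut at about 54% in these data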;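 note: plate controls were DMSO wells for no effect and 5 µM unlabelled arrestin peptide for full effect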
#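 System: GST-AP2 R879A glutathione beads. Medium: PBS with 0.05% Tween 20 and 0.1% BSA. Also added: FITC-arrestin peptide, 50 nM. Incubation: 12 min plus 1 h, RT. Measured by: high-throughput flow cytometry of beads, ex 488, em 535 nm. Evaluation: percent drop in bead-associated FITC signal.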
# HTR5A ag = activates human HTR5A in OPRM1-OPRD1 agonist counter-screen; P47898; HTR5A agonist assay, luminescence, cell-based; activation, % at 9.3 µM; 340,000 tested, 0.61% active; AID 504692; in the data active = activation mostly above about 9.5%, no sharp cut-off; inactive = mostly below about 7.6%;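 note: 0% = cells with vehicle only and 100% = reference agonist; strong numbers were not always called active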
# DAGLB inh = diacylglycerol lipase beta (human) inhibition | Q8NCG7 | HEK293T DAGLB membrane lysate, EnzChek fluorogenic substrate | inhibition, % at 5.17 µM | 340,000 tested, 0.059% active | AID 504411; in the data active = inhibition above about 34%;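 note: 0% = enzyme with vehicle and 100% = wells lacking enzyme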
# Target sequence (Q8NCG7 whole entry, looked up): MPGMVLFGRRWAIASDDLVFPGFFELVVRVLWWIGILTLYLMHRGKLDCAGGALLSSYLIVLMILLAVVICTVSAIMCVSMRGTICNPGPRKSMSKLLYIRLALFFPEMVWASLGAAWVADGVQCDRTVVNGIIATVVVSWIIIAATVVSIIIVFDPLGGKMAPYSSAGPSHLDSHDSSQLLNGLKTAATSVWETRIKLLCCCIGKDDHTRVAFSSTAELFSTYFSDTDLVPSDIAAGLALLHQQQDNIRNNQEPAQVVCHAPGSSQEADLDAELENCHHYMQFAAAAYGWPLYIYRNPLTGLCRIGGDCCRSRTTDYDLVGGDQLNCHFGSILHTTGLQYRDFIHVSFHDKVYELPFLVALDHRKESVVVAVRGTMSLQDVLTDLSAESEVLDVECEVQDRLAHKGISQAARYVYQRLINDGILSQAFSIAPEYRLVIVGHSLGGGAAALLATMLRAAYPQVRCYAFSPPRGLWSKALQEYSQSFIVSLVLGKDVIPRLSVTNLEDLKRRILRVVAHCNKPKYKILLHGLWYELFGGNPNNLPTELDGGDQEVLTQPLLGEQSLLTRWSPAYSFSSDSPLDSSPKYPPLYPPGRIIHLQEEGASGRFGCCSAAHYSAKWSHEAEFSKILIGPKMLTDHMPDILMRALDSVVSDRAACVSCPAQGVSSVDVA
# * marks the source's active call; other numbers are inactive results; . = no result given. Random draw from the library; about 2.4% have a hit in one of these screens.
SMILES,Pemphigus Ab inh,HTR5A inv ctr,OPRM1-OPRD1 ag,PKA-R2B act,V-ATPase pH,PKA-R1A activ,MOR-DOR inv ag,Arrestin-AP2 inh,HTR5A ag,DAGLB inh
O=C(CN=C1NS(=O)(=O)c2ccccc21)OCC(=O)c1cc(F)ccc1F,95,11,-5.9,-2,0,6,30*,-9,-3,1
O=C(Nc1ccc(OC(F)F)c(Cl)c1)[C@@H]1CCCN1C(=O)c1cccs1,94,6,-0.4,0,-3,-2,3,-2,-1,0
CCOCCCNCC(=O)Nc1cc(S(=O)(=O)N2CCOCC2)ccc1N1CCOCC1,100,-11,-2.5,-5,-4,-4,10,-3,-1,-2
Cn1cccc1C(=O)NC(=O)CSc1nnc(C2CC2)n1-c1ccccc1,98,2,-2.3,-5,5,2,13,24,0,-2
O=C(NNC(=O)c1ccccc1[N+](=O)[O-])c1cnccn1,122,-2,-6.0,12,-2,-2,28,-8,7,-3
Cn1nc(C(=O)OCC(=O)c2ccc(Cl)cc2)c2ccccc2c1=O,121,-9,-3.3,-3,1,6,17,2,2,-1
COc1ccc(OC)c(CNC(=O)C2CCN(S(C)(=O)=O)CC2)c1,96,-14,-3.0,-6,11*,-11,16,1,-1,2
O=C(CSc1n[nH]c(-c2ccccc2Cl)n1)NC1CCCCC1,102,7,2.7,-7,-4,0,-22,4,3,-3
Clc1ccc2c(NCCNC3CCCCC3)ccnc2c1,94,-19,1.5,10,2,-3,-7,33,5,-2
COc1ccccc1NC(=S)NCCc1ccc(Cl)cc1,.,-4,0.6,-9,0,-8,-3,6,0,-2
COc1ccc(Cl)cc1-n1c(N)c(C(N)=O)sc1=S,92,-22,3.0,2,-8,1,-16,7,4,-1
COc1ccccc1OCC(=O)Sc1ccc(C)cc1,107,5,0.0,3,9,-5,0,-2,-4,2
NC(=O)C1CCN(C(=O)CCNS(=O)(=O)c2ccccc2F)CC1,112,-18,-0.7,3,-2,-8,3,15,7,-1
CN1CCN(c2nc(NCc3ccco3)nc(N)c2[N+](=O)[O-])CC1,.,-9,-1.0,-2,1,-11,5,14,1,0
Cc1ccc(S(=O)(=O)Nc2nc(C)c(NC(=O)Nc3ccc(Cl)cc3Cl)s2)cc1,.,-19,4.7,-7,-7,0,-28,24,0,9
CC(=O)Nc1ccc(SCc2csc(C)n2)cc1,117,-4,-2.8,-12,2,-4,15,-11,2,-1
CC(=O)c1c(C)[nH]c2ccccc2c1=O,95,-20,-3.5,-10,10,5,15,-2,7,2
C/C(=N\N(C)C)C1=C(O)c2ccccc2C1=O,101,-6,-1.6,4,-2,-4,8,21,2,3
COC(=O)C1CCN(CC(=O)NC(=O)Nc2ccccc2F)CC1,94,-18,-1.4,10,-2,3,7,-14,5,3
COC(=O)c1sccc1NC(=O)c1ccccc1[N+](=O)[O-],.,-21,-1.1,-2,-1,-2,6,5,3,-4
COc1ccc(NC(=O)CC2Oc3ccc(C)cc3NC2=O)cc1 (stereo not drawn),110,-7,-2.6,-5,-1,-8,14,2,2,1
Cc1nc2nc(-c3ccc(F)cc3)cn2nc1C,94,-18,0.1,18,6,-4,-1,12,5,-1
O=C(Nc1cccc(NS(=O)(=O)c2ccc(S(=O)(=O)NC3CC3)cc2)c1)c1ccccn1,105,-3,-3.1,4,2,-3,19,-11,1,1
O=C(NC(Cc1ccccc1)C(=O)O)NC12CC3CC(CC(C3)C1)C2 (stereo not drawn),95,-9,-2.1,4,-4,6,11,7,0,3
Cc1cc(C)n(CCc2nc(-c3ccc(-c4ccccc4)cc3)cs2)n1,98,0,0.9,7,-1,-3,-5,11,0,-7
# Next section
SMILES,Pemphigus Ab inh,HTR5A inv ctr,OPRM1-OPRD1 ag,PKA-R2B act,V-ATPase pH,PKA-R1A activ,MOR-DOR inv ag,Arrestin-AP2 inh,HTR5A ag,DAGLB inh
CCN(CC)CCn1c(O)c(N=O)c2ccccc21,107,-8,-0.2,13,2,8,1,33,1,-3
Fc1ccc(-c2ccc(/C=N/n3cnnc3)o2)cc1,99,10,-0.6,-16,-1,-8,3,-9,-3,-7
N/C(=N\c1nc2ccccc2o1)NC(=O)c1ccc(Cl)cc1,81,17,-1.9,-5,-2,7,12,17,1,-1
Cc1ccccc1NC(=O)CNC(=O)c1ccc(C(F)(F)F)cc1,104,-38,-0.6,8,-1,-9,3,10,2,-3
CN(C)c1nc(N(C)C)nc(N(C#N)Cc2ccc(Cl)cc2)n1,94,10,2.7,-3,1,-5,-13,28,-3,-9
COc1ccc(CNC(=O)N2CCN(S(=O)(=O)c3ccc(C)cc3C)CC2)cc1,98,-14,-2.2,-10,-5,-3,12,-13,5,-2
CN(C)S(=O)(=O)c1ccc(C(=O)OCC(=O)NC(=O)NCc2ccccc2)cc1,100,-26,-2.8,-4,-4,-11,14,-4,3,-1
CCCc1nc(N2CCCC2)c(C#N)c2c1CCCC2,.,-14,-0.8,-6,-1,-5,4,21,4,-6
CCN1C/C(=C\c2cc(OC)c(OC)c(OC)c2)C2=NN(c3ccccc3)C(c3cc(OC)c(OC)c(OC)c3)C2C1 (stereo not drawn),.,9,-3.2,-1,-23,10,16,-7,-2,3
Cc1c(C(c2cccc([N+](=O)[O-])c2O)c2c(C)n(C)n(-c3ccccc3)c2=O)c(=O)n(-c2ccccc2)n1C,96,11,-1.0,5,1,0,5,3,6,2
COCCn1c(SCC(=O)Nc2ccc(F)cc2F)nc2c(c1=O)SCC2,103,.,.,4,1,-4,.,.,.,1
Cc1cccc(CC(=O)NCCS(=O)(=O)N2CCN(c3cccc(Cl)c3)CC2)c1,112,-11,0.6,-2,-3,-4,-3,3,9,2
CCc1nnc(NC(=O)/C=C/c2cccs2)s1,100,1,8.3,8,1,-10,-39,6,0,2
Cc1nnc2ccc(-c3ccc(NS(=O)(=O)c4ccc(F)cc4F)cc3)nn12,96,27,0.0,2,-1,-5,0,-20,0,4
CNC(=O)c1c(NC(=O)CS(=O)(=O)c2ccccc2)sc(C)c1C,104,-10,-1.6,-4,1,-9,11,8,5,4
COc1ccc(NC(=O)c2ccc(C(=O)c3cc(OC)ccc3OC)cc2)cc1,.,-12,1.9,1,1,-3,-10,23,-2,-3
COc1ccc(Cl)cc1C(=O)NNC(=O)c1ccc(F)c(S(=O)(=O)N2CCOCC2)c1,93,-1,-1.8,-9,3,4,10,-3,0,0
CN(C)c1cccc2c(S(=O)(=O)N3CCOCC3)cccc12,.,-10,0.8,-11,-1,-4,-5,-3,6,-2
Cc1nn(C)c(C(=O)NC(=S)Nc2ccccc2Br)c1Cl,.,-2,1.8,-4,-3,5,-10,14,0,-13
CCOC(=O)c1ccc(NC(=S)NCCCN2CCN(C3CCCCC3)CC2)cc1,101,3,-1.6,-7,-5,-4,9,-2,-1,3
CN(C)S(=O)(=O)c1ccc(C(=O)NCc2ccccc2)cc1,100,-3,-2.5,-9,5,5,14,14,1,1
COc1ccc(C(=O)N2CCN(Cc3ccccc3C(F)(F)F)CC2)cc1,98,5,-1.1,-2,-3,-4,5,-7,-1,-2
COc1cccc(N2CCN(C(=O)c3ccc(CS(=O)Cc4ccccc4Cl)o3)CC2)c1 (stereo not drawn),.,3,-1.1,3,1,-4,6,-2,8,0
Cc1cc(OC(=O)c2ccc(C(F)(F)F)cc2)c([N+](=O)[O-])c(=O)[nH]1,108,-25,-2.0,-5,0,4,11,0,10,-1
Cc1onc(-c2c(Cl)cccc2Cl)c1C(=O)Nc1c(C)n(C)n(-c2ccccc2)c1=O,97,8,-1.8,6,1,-3,9,40,-3,2

# In the list so far, two have a cyano group:
SMILES,Pemphigus Ab inh,HTR5A inv ctr,OPRM1-OPRD1 ag,PKA-R2B act,V-ATPase pH,PKA-R1A activ,MOR-DOR inv ag,Arrestin-AP2 inh,HTR5A ag,DAGLB inh
CN(C)c1nc(N(C)C)nc(N(C#N)Cc2ccc(Cl)cc2)n1,94,10,2.7,-3,1,-5,-13,28,-3,-9
CCCc1nc(N2CCCC2)c(C#N)c2c1CCCC2,.,-14,-0.8,-6,-1,-5,4,21,4,-6

# Next records:
SMILES,Pemphigus Ab inh,HTR5A inv ctr,OPRM1-OPRD1 ag,PKA-R2B act,V-ATPase pH,PKA-R1A activ,MOR-DOR inv ag,Arrestin-AP2 inh,HTR5A ag,DAGLB inh
CC(C)(C)c1cc(NC(=O)COC(=O)C2CC2)n(-c2ccccc2)n1,.,-1,-2.1,-8,7,-4,11,6,1,-3
O=C(NCC12CC3CC(CC(C3)C1)C2)c1nn2c(c1Cl)NC(c1ccco1)CC2C(F)(F)F (stereo not drawn),96,-2,7.2,-14,-1,-6,-41,-4,0,-1
Cc1cc(=O)oc(C)c1C(=O)NCc1ccccc1,97,-23,-1.4,-2,0,-1,9,0,-2,1
Cc1ccccc1CS(=O)(=O)Cc1ccc(C(=O)NCc2ccco2)o1,115,-13,-3.7,-2,-1,-9,20,-10,-5,0
CC(C)OCCCNC(=O)c1cccc2c1C(=O)c1ccc(Cl)cc1S2(=O)=O,105,-5,-0.4,2,-2,3,2,3,-2,-3
Cc1cc(SCC(=O)NN=C2CCN(C(C)C)CC2)c(C)cc1Br,106,-6,0.4,-21,-1,-8,-2,11,2,-4
CC(=O)Nc1ccc(NC(=O)CSc2ccc(-c3ccco3)nn2)cc1,118,-16,-1.0,0,3,-12,5,-5,0,0
O=C1CCC(C(=O)Nc2cccc(Br)c2)N1 (stereo not drawn),103,-8,-1.6,8,0,-3,7,10,2,-3
O=C(Nc1ccncc1)c1cc(-c2ccccc2)nc2ccccc12,103,.,.,-3,0,3,.,.,.,-3
O=C(NCc1ccccn1)c1nc(Cn2cc([N+](=O)[O-])cn2)no1,.,2,0.8,0,-3,-4,-6,28,-1,-3
Cc1onc(-c2ccccc2)c1-c1nnc(CN2CCN(S(=O)(=O)c3ccccc3F)CC2)o1,99,-6,-1.8,-6,3,-15,7,-13,-2,-2
O=c1[nH]cc(C(F)(F)F)cc1NS(=O)(=O)c1ccc([N+](=O)[O-])cc1,123,-3,1.2,5,-2,-5,-7,43,-4,4
Cc1nn(C2CCS(=O)(=O)C2)c(C)c1C=O (stereo not drawn),102,-3,-0.3,-2,1,5,2,45,1,0
CCN(CC)C(=O)CSC1=N/C(=C/c2ccco2)C(=O)N1c1ccc(OC)c(Cl)c1,98,-26,-0.8,-2,1,-1,5,9,2,0
O=C(N1CCOCC1)N1CCCN(C(=O)N2CCOCC2)CC1,104,-3,-3.5,0,5,-10,15,-5,1,3
Cc1ccc(N2CC(C(=O)NCc3ccc4c(c3)OCO4)CC2=O)cc1C (stereo not drawn),102,-3,-2.0,-5,0,-10,11,2,1,0
CC1CC(C)CN(C(=O)c2cc(-c3ccncc3)nc3ccccc23)C1 (stereo not drawn),100,7,-2.8,-20,3,0,15,29,1,-3
Cc1ccc(-c2nnn(CC(=O)N(Cc3cccs3)C(C(=O)NC3CCCCC3)c3ccco3)n2)o1 (stereo not drawn),93,3,-2.5,-14,3,-3,15,3,-2,1
Cc1ccc(SCc2cc(=O)[nH]c(Nc3nc(C)c4ccccc4n3)n2)cc1,91,-11,2.7,-1,-8,-6,-18,1,2,-4
CCCc1c(C(=O)N/N=C(\C)c2ccc(O)cc2)nnn1-c1nonc1N,100,6,-3.1,4,2,-4,16,21,-2,-1

# Screens: PubChem BioAssay, several laboratories
